NOD2 RIPK2 PPI: inhibitors of human NOD2-RIPK2 interaction; O43353; CHO BLA complementation NOD2-RIPK2, CCF4 ratio; inhibition, % at 4.98 µM; 0.38% of 360,000 active; AID 624267; in the data active means inhibition above about 21%;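 further: 0% = vehicle only and 100% = reference blocker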
Target sequence (O43353 whole entry, looked up): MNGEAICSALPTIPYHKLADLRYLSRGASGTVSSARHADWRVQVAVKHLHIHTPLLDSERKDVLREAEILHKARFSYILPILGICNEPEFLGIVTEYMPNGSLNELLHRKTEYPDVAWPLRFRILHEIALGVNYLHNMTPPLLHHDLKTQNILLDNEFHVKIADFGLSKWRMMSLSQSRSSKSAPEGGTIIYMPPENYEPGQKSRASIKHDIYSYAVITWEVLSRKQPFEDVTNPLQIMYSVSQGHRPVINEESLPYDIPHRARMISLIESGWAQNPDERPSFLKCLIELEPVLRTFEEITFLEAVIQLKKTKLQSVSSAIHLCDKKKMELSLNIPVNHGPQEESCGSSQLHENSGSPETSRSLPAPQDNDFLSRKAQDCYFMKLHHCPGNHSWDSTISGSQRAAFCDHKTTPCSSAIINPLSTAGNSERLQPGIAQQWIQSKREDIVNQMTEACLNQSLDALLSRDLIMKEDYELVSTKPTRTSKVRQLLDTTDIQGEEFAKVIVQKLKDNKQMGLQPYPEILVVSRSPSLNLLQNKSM
MC4R antagonist: blocks human MC4R cAMP signaling; P32245; MC4R-expressing cells, MTII-stimulated cAMP, LANCE TR-FRET; inhibition, % at 6.5 µM; 0.48% of 360,000 active; AID 540295;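 active means inhibition above its plate's cutoff, the mean of tested wells on that plate plus 3 SD, cut at about 29% in these data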;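 further: 0% = Melanotan II alone and 100% = Melanotan II plus saturating MCL0020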
Target sequence (P32245 whole entry, looked up): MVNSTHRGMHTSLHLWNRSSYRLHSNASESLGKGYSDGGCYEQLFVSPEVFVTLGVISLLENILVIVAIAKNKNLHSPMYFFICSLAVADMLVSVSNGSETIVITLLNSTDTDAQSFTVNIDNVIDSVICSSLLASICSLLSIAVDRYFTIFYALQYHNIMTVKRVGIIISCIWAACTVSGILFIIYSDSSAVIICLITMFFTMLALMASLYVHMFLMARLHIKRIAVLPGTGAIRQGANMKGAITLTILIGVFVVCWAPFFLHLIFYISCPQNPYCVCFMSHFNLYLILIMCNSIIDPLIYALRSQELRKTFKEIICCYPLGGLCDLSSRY
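Assay system: human MC4R-expressing U2OS cells; reagent: Melanotan II stimulation of cells; dosing: 6.5 µM single dose; timing: compound 30 min, challenge 1 h, detection 1 h; signal: TR-FRET cAMP assay; replicates: one well per compound, no replicates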
ABHD5-PLIN5 inh: blocks binding of human ABHD5 to perilipin-5. Q00G26+Q8WTS1. Split G. princeps luciferase complementation, luminescence, 4 h. inhibition, % at 4 µM. 0.78% of 360,000 active. AID 602281;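 active means inhibition above the mean inhibition across every tested compound plus 3 SD, cut at about 22% in these data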;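 further: 0% = DMSO only wells and the 100% control is not disclosed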
Granule exo inh: lytic granule exocytosis inhibition. TALL-104 LAMP-1 surface exposure, flow cytometry; cells stimulated with thapsigargin and PMA. 0.66% of 360,000 active. inhibition, % at 10 µM;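 active means inhibition above about 55%, limit read from the data; inconclusive means no clear call, values can overlap the other calls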
TLR9-MyD88 inh: TLR9-MyD88 interaction inhibition | Q9NR96+Q99836 | CHO BLA complementation TLR9-MyD88, CCF4 FRET ratio | inhibition, % at 4.98 µM | 0.21% of 340,000 active;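 active means inhibition above the mean over all tested compounds plus 3 SD, cut at about 21% in these data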;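 further: 0% = DMSO only wells and 100% = clavulanate BLA inhibitor control wells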
aDG glyco up: increases alpha dystroglycan glycosylation; Pro5-aDG cells, alpha-DG glycosylation AlphaScreen (IIH6); 0% Pro5, 100% B10-LARGE cell signal; activation, % at 10 µM; 0.22% of 360,000 active; AID 624168;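 active means activation of at least 8% versus controls, or a plate z-score of at least 8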;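 further: Pro5 are CHO cells carrying HIG-tagged alpha-DG that lacks glycosylation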
ABCB6 inh 2: inhibitors of human ABC transporter ABCB6; 0.19% of 360,000 active; fluorescence ratio to DMSO, % at 10 µM; K562-ABCB6 porphyrin accumulation, flow cytometry, 1 h; active compounds read low; Q9NP58;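 active means fluorescence ratio to DMSO below 75%, the collection mean minus 3 SD; inconclusive means too few cells collected in the well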;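 further: signal is porphyrin accumulated inside mitochondria; 100% equals median channel fluorescence of DMSO control wells; lower ratio means ABCB6 inhibition with less porphyrin fluorescence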
MC4R barr agon: human MC4R agonism via beta-arrestin. U2OS MC4R beta-arrestin complementation, luminescence; percent of melanotan II response, DMSO zero. activation, % at 8.9 µM. 0.98% of 360,000 active. AID 540308;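 active means activation above a per-plate cutoff, the mean activation of sample wells on that plate plus 3 SD, cut at about 8% in these data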
N-glyco inh: N-linked glycosylation inhibition. D54 ERlucT glycosylation luciferase reporter, 24 h; percent of 100 nM tunicamycin response. reporter increase, % at 12.5 µM. 0.23% of 360,000 active. AID 588692;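 active means mean luciferase reporter signal, scaled so untreated is 0 and the glycosylation-blocking control 100, at or above a set limit in every replicate; inconclusive means mean reaches the limit but not every replicate does; inactive means mean below the limit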;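 further: luciferase carries N-glycosylation sites so blocking glycosylation raises the light; 0% = median of neutral control wells and 100% = median of 100 nM tunicamycin wells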
Vif imaging: HIV Vif inhibition. AID 602346. inhibition, % at 7.49 µM. 0.35% of 340,000 active. HEK293T cells, Vif self-association by quenched fluorescence, imaging, 24 h; in the data active means inhibition above about 50%, passing the limit was not always enough; inconclusive means no clear call, values can overlap the other calls; inactive means below about 31%; further: some results filed as inactive read as strong as hits
The depositor's hits bear a star; u = inconclusive; x = no result given. A portion of the library; rates above refer to the full screens.

Second line of a record – NOD2 RIPK2 PPI	MC4R antagonist	ABHD5-PLIN5 inh	Granule exo inh	TLR9-MyD88 inh	aDG glyco up	ABCB6 inh 2	MC4R barr agon	N-glyco inh	Vif imaging
- CCCc1ccc(S(=O)(=O)N/N=C\c2ccc3c(c2)OCO3)cc1
    -8	8	-4	0	-6	-0.2	98	6.2	-3	-9
- O=C(COC(=O)c1ccco1)NCc1ccc(Cl)cc1
    0	10	1	-4	0	0.0	96	-2.0	2	-2
- O=C(Nc1cccc(-n2cnnn2)c1)c1ccc(C(F)(F)F)cc1
    -5	3	8	6	-4	0.4	100	0.5	-5	5
- Cc1ccc(S(=O)(=O)NC(c2ccccc2)C(C)C(=O)n2nc(C)cc2C)cc1 (configuration not stated)
    4	0	-5	12	-9	0.1	92	0.0	-2	-5
- COc1ccc(OC)c(NC(=O)CCNC(=O)Cn2ccc3ccccc3c2=O)c1
    -6	11	6	-3	-1	-0.1	97	-1.6	0	-13
- N#CC1C(=O)c2ccccc2C1c1ccccc1 (configuration not stated)
    48*	-1	73*	64*	7	0.4	u	-1.8	11	u
- CCOC(=O)C1=C(C)N(C)C(=S)NC1c1ccccc1 (configuration not stated)
    4	8	1	-5	2	-0.2	103	1.0	-2	-2
- CC1CCc2cc(F)ccc2N1C(=O)c1cccnc1 (configuration not stated)
    3	3	6	-9	-2	-0.1	96	-0.4	1	7
- O=C(NC1CCCCCCC1)c1cc([N+](=O)[O-])ccc1Cl
    0	-1	4	4	4	0.1	98	-0.3	-2	-2
- COc1cc(/C=N/NC(=O)c2cncc(Br)c2)cc([N+](=O)[O-])c1O
    0	-1	-3	-7	7	0.1	98	-3.1	1	1

The final 3 records of the part above come first, to join the parts:
Second line of a record – NOD2 RIPK2 PPI	MC4R antagonist	ABHD5-PLIN5 inh	Granule exo inh	TLR9-MyD88 inh	aDG glyco up	ABCB6 inh 2	MC4R barr agon	N-glyco inh	Vif imaging
- CC1CCc2cc(F)ccc2N1C(=O)c1cccnc1 (configuration not stated)
    3	3	6	-9	-2	-0.1	96	-0.4	1	7
- O=C(NC1CCCCCCC1)c1cc([N+](=O)[O-])ccc1Cl
    0	-1	4	4	4	0.1	98	-0.3	-2	-2
- COc1cc(/C=N/NC(=O)c2cncc(Br)c2)cc([N+](=O)[O-])c1O
    0	-1	-3	-7	7	0.1	98	-3.1	1	1
- COc1cc(C2CC(=O)Oc3cc(OC)c(OC)c(OC)c32)cc(OC)c1OC (configuration not stated)
    -1	1	7	-3	-3	-0.1	100	-1.4	2	8
- O=C(CCNS(=O)(=O)c1ccc(Br)s1)N1CCCCC1
    3	8	0	-1	6	0.2	90	-0.9	-1	6
- C=CCNC(=O)/C=C/c1c(F)cccc1Cl
    -23	-4	-3	-4	-2	-0.1	98	1.0	0	-15
- O=C(O)CCC(CNS(=O)(=O)c1ccccc1)C(F)(F)F (configuration not stated)
    -2	10	-3	-3	-8	-0.1	100	2.7	5	-8
- COc1ccc(CNC(=O)CN(Cc2ccco2)C(=O)CNS(=O)(=O)c2ccc(F)cc2)cc1
    0	9	3	15	-6	-0.1	101	-0.1	1	-2
- Cc1ccc(S(=O)(=O)c2cn(Cc3ccc(F)cc3)c3cc4c(cc3c2=O)OCO4)cc1
    -6	-3	7	-1	0	-0.5	94	-1.1	7	-16
- COc1ccc(C(=O)Nc2cc(=O)n(C)c(=O)n2C)cc1
    4	15	7	-2	-5	0.8	100	-1.2	-2	0
- c1ccc(Cc2c(-c3ccccc3)nc3c4ccccc4ccn23)cc1
    -20	7	-10	-2	-5	0.6	102	0.4	1	6
- CC(CCc1ccccc1)NC(=O)COC(=O)c1cccn1C (configuration not stated)
    -8	9	-1	-11	10	0.4	101	-0.4	-1	-10
- O=C(O)CN1C(=O)/C(=C\c2cc(Br)ccc2OCc2ccc([N+](=O)[O-])cc2)SC1=S
    -4	14	-15	3	-4	0.2	96	0.4	1	-8
- O=S(=O)(c1ccc(=S)[nH]c1)N1CCN(Cc2ccccc2)CC1
    -8	11	-8	0	-16	-0.3	106	-0.3	-2	-1
- Cc1cc([N+](=O)[O-])nn1Cc1noc(C(=O)NCc2ccc3c(c2)OCO3)n1
    0	16	3	-10	-17	-0.1	90	-1.2	-1	0
- CC1CCCCC1NC(=O)C1Cc2ccccc2CN1S(C)(=O)=O (configuration not stated)
    -16	-3	0	-4	8	-0.1	102	2.2	2	-2
- COCc1c(C(=O)N/N=C(/C)c2ccccc2)nnn1-c1nonc1N
    -5	1	9	2	-12	-0.4	93	-0.4	0	-12
- COc1ccc(OC)c(NC(=O)CSc2nnnn2C)c1
    -10	16	-1	2	-2	-0.2	91	-1.9	4	x
- CC(=O)Oc1ccc(NC(=O)Cc2ccccc2)c(C(=O)O)c1
    1	16	2	-6	3	0.1	103	-1.9	2	-9
- CC(NC(=O)c1ccc(F)cc1)c1nc2ccccc2n1Cc1ccccc1F (configuration not stated)
    4	2	2	0	4	0.1	99	-2.6	-2	35
- CC(=O)Nc1nc2ccccc2n1Cc1ccccc1Cl
    -19	0	3	-3	-4	0.8	96	-2.1	20	-3
- COc1cccc(CNS(=O)(=O)c2c(C)[nH]c(C)c2C(=O)N2CCCC2)c1
    -3	1	-1	4	-23	-0.2	106	0.0	0	2
- O=C(O)COc1ccc2c(c1)OCCO2
    0	2	1	-5	2	0.0	106	-2.1	0	-3
- COC(=O)CCCCCN1C(=O)/C(=C\c2ccncc2)SC1=S
    3	14	7	25	-5	0.1	106	2.6	2	2
- CCOC(=O)[C@]12CCC=C1N(Cc1ccccc1)C(=O)[C@H](CC(=O)NCCCCc1ccccc1)C2
    5	x	0	5	x	-0.2	94	x	x	x
- Cc1cccc(C)c1NC(=O)C1(C)CN(S(C)(=O)=O)CC(=O)N1Cc1ccc2c(c1)OCO2 (configuration not stated)
    -9	x	3	0	x	0.0	x	x	x	x
- CC(O)c1nc2cc([N+](=O)[O-])ccc2n1Cc1ccccc1 (configuration not stated)
    -4	-2	-5	-5	-6	-0.1	97	0.4	-2	6
- COc1ccc(C(=O)NC2CCN(Cc3c(F)cccc3Cl)CC2)cc1OC
    -9	27	4	-7	-1	-0.1	100	1.1	-2	-17
- CN(Cc1ccccc1)c1ccc(C(=O)O)cc1[N+](=O)[O-]
    -3	2	-2	-1	-4	0.0	97	-1.7	1	-7
- O=C(Nc1cnn(Cc2ccc(Cl)cc2)c1)c1cccs1
    -13	5	3	-3	-2	0.5	97	-1.4	0	3
- O=C(COC(=O)C1CCCN1C(=O)c1cccs1)c1ccccc1 (configuration not stated)
    3	11	4	-1	-5	0.0	110	0.3	1	1
- Clc1ccc2nc(-c3cccc(SC4CCCCC4)c3)c(NCc3ccccc3)n2c1
    -5	7	-10	-8	5	1.1	109	0.3	-6	1
- COc1ccc(F)cc1C(=O)C1CCCN(Cc2ccc3c(c2)OCCO3)C1 (configuration not stated)
    0	3	6	-1	3	-0.1	92	-0.8	1	12
- CC1CN(CCc2ccccc2)C(C)C/C1=N/O (configuration not stated)
    14	-1	0	-2	1	0.1	98	-0.8	3	4
- Cc1ccccc1NC(=O)CC(=O)Nc1ccccc1C
    -10	11	-5	-1	-10	-0.1	100	0.6	4	-9
- CSc1nc2ccc(NC(=O)C3=NN(c4ccccc4)C(=O)CC3)cc2s1
    -2	-2	-1	-5	6	0.5	84	0.1	-2	-2
- Cc1cccc(C)c1NC(=O)/C(C#N)=C/c1cccs1
    -5	9	5	2	10	0.1	105	-1.1	1	30
- CCN(CCCn1c(SCC#N)nc2ccccc2c1=O)c1ccccc1
    -4	16	2	6	-2	0.5	96	-1.8	-5	-2
- COc1ccc(NC(=O)CN(C)C(=O)CN2C(=O)NC3(CCCC3)C2=O)cc1
    -7	0	-2	0	4	0.1	90	1.1	2	-3
- Cc1cccc(C2=NN(c3ccc(Br)cc3)[C@@H](C(=O)N3CCOC3=O)[C@@H]2C)c1
    2	7	-10	-1	-4	0.3	96	-0.2	1	u
- O=C(Cn1c(=O)n(CCCCC(=O)NC2CCCC2)c(=O)c2ccccc21)NCCC1=CCCCC1
    -2	-1	-8	-2	-6	0.2	91	-1.1	2	-2
- O=C(Nc1nnc(SCC(=O)N2CCCc3ccccc32)s1)c1cccc2ccccc12
    -2	1	5	-10	0	0.3	90	0.5	1	-1
- O=C(Cn1c(COc2ccc(Cl)cc2)nc2ccccc21)NCC(F)(F)F
    11	14	1	2	-1	0.2	98	0.8	1	-1

One compound at a time (already shown). Screens in order: NOD2 RIPK2 PPI | MC4R antagonist | ABHD5-PLIN5 inh | Granule exo inh | TLR9-MyD88 inh | aDG glyco up | ABCB6 inh 2 | MC4R barr agon | N-glyco inh | Vif imaging
Shown for COc1ccc(NC(=O)CN(C)C(=O)CN2C(=O)NC3(CCCC3)C2=O)cc1 = -7 | 0 | -2 | 0 | 4 | 0.1 | 90 | 1.1 | 2 | -3
Shown for Cc1cccc(C)c1NC(=O)/C(C#N)=C/c1cccs1 = -5 | 9 | 5 | 2 | 10 | 0.1 | 105 | -1.1 | 1 | 30
Shown for O=C(Cn1c(COc2ccc(Cl)cc2)nc2ccccc21)NCC(F)(F)F = 11 | 14 | 1 | 2 | -1 | 0.2 | 98 | 0.8 | 1 | -1
Shown for O=C(Cn1c(=O)n(CCCCC(=O)NC2CCCC2)c(=O)c2ccccc21)NCCC1=CCCCC1 = -2 | -1 | -8 | -2 | -6 | 0.2 | 91 | -1.1 | 2 | -2

(further entries)
Second line of a record – NOD2 RIPK2 PPI	MC4R antagonist	ABHD5-PLIN5 inh	Granule exo inh	TLR9-MyD88 inh	aDG glyco up	ABCB6 inh 2	MC4R barr agon	N-glyco inh	Vif imaging
- COc1ccc(C2CC(c3cc(Br)ccc3F)n3nnnc3N2)cc1 (configuration not stated)
    -9	7	8	1	-3	-0.1	95	-0.3	1	-1
- CCn1c(O)c(/C=C2\C=Nc3ccccc32)sc1=O
    0	-3	-7	-1	10	-0.1	102	1.5	-3	-1
- CCN(CC)CCNC(=O)c1ccc2c(=O)n(C3CCCC3)c(=S)[nH]c2c1
    5	0	12	4	8	0.1	102	-0.8	-1	-6
- COc1ccc(-c2cc3c(=O)n(CC(=O)NCc4ccc(C)cc4)ncn3n2)cc1
    -7	6	-1	1	-5	-0.2	87	9.1*	0	-2
- COCCNC(=O)Cn1cc2c(n1)CCC(C)C2 (configuration not stated)
    -4	10	6	8	-5	0.1	101	-0.2	0	5
- COc1ccc(-c2nc(-c3cccc([N+](=O)[O-])c3O)cc(=O)o2)cc1OC
    -3	8	1	-6	8	0.0	97	-2.0	2	4
- COc1ccc(OC)c(CNC(=O)CCC(=O)N2Cc3ccccc3Oc3ncccc32)c1
    1	0	3	1	-11	0.0	96	-2.1	0	-3
- COC(=O)C(CCC(C(=O)OC)N1C(=O)c2ccccc2C1=O)N1C(=O)c2ccccc2C1=O (configuration not stated)
    -6	13	-2	-21	2	-0.1	99	-0.6	-1	-8
